Assay outcomes deposited in PubChem by National Center for Advancing Translational Sciences (NCATS).
p53 reactivator: mutant p53 re-activation in reporter cells. H1299 p53-A138V BP100-luciferase reporter, luminescence, 24 h. Potency, µM (top dose mostly 92.2 µM), for inactives: at the top dose activity change, positive = activation, actives largely listed as activators. actives 0.063% (n = 320,000). AID 504706; note: potency is the fitted concentration of half-maximal effect; % of control where 0% means no effect; nearly all actives have a fitted effect of over 45% in size
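p53-null H1299 cells stably carrying temperature-sensitive p53-A138V and a BP100-luciferase reporter were pinned with compounds (4-point, 1:5 series) and held 24 hrs at 37 deg C. Luminescence was read 10 min after detection reagent.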
a7 integrin act: activates integrin-mediated alleviation for muscular dystrophy; Potency, µM (doses to about 38.3 µM), for inactives: at the top dose activation, hits mostly activators; alpha7betagal myoblasts, beta-gal FDG fluorescence, 48 h; actives 0.064% (n = 350,000);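 note: potency is the fitted concentration of half-maximal effect; 100% = response of the positive control SU9516; nearly all actives have a fitted effect of over 60% in size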
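Alpha7betagal+/- myoblasts (passage 13) were plated 16-24 hr, then exposed to compounds (1:260 dilution of DMSO stock) for 48 hours at 37C. After MPER lysis, β-galactosidase reporter activity was read as FDG fluorescence (ex 480/em 540) after 30 minutes.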
TCR act: T cell receptor activation | primary human leukocytes, anti-CD3, IL-2 HTRF, 48 h | Potency, µM (top dose mostly 9.22 µM), for inactives: at the highest dose activation of IL-2 secretion, usual class: activators | 330,000 tested, under 10 active | AID 504894; note: % of control where 0% means no effect
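Compounds are tested in HTS on primary human leukocytes co-incubated with a-CD3 beads for 48 hr. IL-2 output is measured by time-resolved FRET.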
TRPV1 agonist: human TRPV1 agonism; actives 0.19% (n = 320,000); TRPV1-expressing cells, Fluo-8 calcium influx, agonist mode; Q8NER1; activation, % at 8.33 µM; in the data active = activation above about 80%; inconclusive = between about 30% and that limit; note: 0% is about no effect
Target sequence (Q8NER1 whole entry, looked up): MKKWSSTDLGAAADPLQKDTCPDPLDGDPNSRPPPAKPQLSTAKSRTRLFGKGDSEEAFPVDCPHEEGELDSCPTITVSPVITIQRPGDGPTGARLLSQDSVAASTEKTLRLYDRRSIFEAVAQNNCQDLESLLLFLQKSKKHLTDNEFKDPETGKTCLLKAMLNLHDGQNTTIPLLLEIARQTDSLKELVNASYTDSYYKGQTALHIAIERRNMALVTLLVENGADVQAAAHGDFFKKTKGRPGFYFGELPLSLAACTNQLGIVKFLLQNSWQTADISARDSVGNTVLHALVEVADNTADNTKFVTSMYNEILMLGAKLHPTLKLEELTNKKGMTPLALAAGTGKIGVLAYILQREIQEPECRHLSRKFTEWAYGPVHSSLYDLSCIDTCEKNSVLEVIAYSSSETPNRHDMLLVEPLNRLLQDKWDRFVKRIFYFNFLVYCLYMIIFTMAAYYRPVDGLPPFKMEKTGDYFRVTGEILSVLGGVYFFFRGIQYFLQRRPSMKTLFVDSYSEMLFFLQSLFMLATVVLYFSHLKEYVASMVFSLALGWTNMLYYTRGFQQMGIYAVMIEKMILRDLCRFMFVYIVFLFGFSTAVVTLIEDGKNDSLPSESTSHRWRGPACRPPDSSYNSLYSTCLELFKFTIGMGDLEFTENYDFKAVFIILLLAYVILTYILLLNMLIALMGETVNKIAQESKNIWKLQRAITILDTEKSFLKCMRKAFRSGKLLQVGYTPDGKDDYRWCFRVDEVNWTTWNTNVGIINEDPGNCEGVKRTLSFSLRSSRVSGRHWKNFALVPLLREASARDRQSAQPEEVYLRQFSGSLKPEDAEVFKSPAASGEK
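Cells expressing TRPV1 were dye-loaded with Fluo-8 and read kinetically: 10 s baseline, 3 min after compound (agonist portion), then 2 min after EC20 capsaicin (allosteric enhancer portion). Calcium-bound dye fluorescence at 480/520 nm.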
B2AR arrestin: beta2AR (human) beta-arrestin recruitment activity | P07550 | beta-arrestin recruitment to beta2AR, cell-based reporter | Potency, µM (doses to about 46.1 µM), for inactives: at the highest dose activation, actives largely listed as activators | actives 0.02% (n = 330,000);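 note: potency is the fitted concentration of half-maximal effect; 0% = DMSO controls and full agonism = EC100 isoproterenol or metaproterenol; nearly all actives have a fitted effect of over 65% in size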
PTAP TSG101 blk: blocks PTAP/TSG101 interaction to inhibit HIV-1 budding; AID 493005; Fluorescence polarization, FITC-PTAP peptide / Tsg101 binding; Potency, µM (highest dose often 115 µM), inactives show at the top dose activity change, negative = inhibition, most hits filed as inhibitors; 340,000 tested, under 10 active; active = well fitted inhibition curve with a large enough effect in the main read-out, with a control signal flat, not every such curve was filed as active; inconclusive = small, poorly fitted or top-dose-only effect, or effect the other way, or a change in a side signal; inactive = no such curve, though single readings can be large or run the other way; note: potency is the fitted concentration of half-maximal effect; % of control where 0% means no effect
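Steps: Tsg101 binding domain dispensed (10 uM final), compounds pinned in DMSO, FITC-labeled PTAP-motif peptide added (50 nM final); after 20 min binding at room temperature, polarization measured.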
ELG1 repair inh: inhibitors of ELG1-dependent DNA repair in HEK293T cells; HEK293T ELG1-luciferase reporter, luminescence, 16 h; DNA damage induced by 5-fluorouridine; actives 2.3% (n = 330,000); Potency, µM (top dose mostly 46.1 µM), for inactives: at the highest dose activity change, negative = inhibition, actives largely listed as inhibitors; note: potency is the fitted concentration of half-maximal effect; % is set by controls: 0 for no effect and ±100 for the full control effect; nearly all actives have a fitted effect of over 55% in size
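Overnight (16 hr) co-exposure of 2,000 cells/well to 5-fluorouridine and compound at 37 °C preceded detection. Luciferase was quantified via ONE-Glo luminescence; loss of signal denotes inhibition.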
AT treatment: potential ataxia-telangiectasia treatments restoring KAP-1 phosphorylation. […] A-T fibroblasts, KAP-1 phosphorylation AlphaLISA; neocarzinostatin DNA damage 30 min before lysis. Potency, µM (doses to about 57.5 µM), for the others: at the top dose activation, actives largely listed as activators. actives 0.19% (n = 320,000). AID 485349; note: potency is the fitted concentration of half-maximal effect; % of control where 0% means no effect; nearly all actives have a fitted effect of over 45% in size
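ATM-like activity read as KAP-1 phosphorylation via AlphaLISA donor/acceptor antibody pairs after lysis and 6 hr at 25C. Cells were ATM-null patient fibroblasts ([…], hTERT), dosed 60 min, then exposed to the DSB inducer NCS for 30 min.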
MLL CXXC-DNA inh: MLL CXXC-DNA interaction inhibition | AID 2662 | Q03164 | MLL-CXXC / FITC-HOXA9 DNA fluorescence polarization | actives 0.037% (n = 290,000) | Potency, µM (titrated, usually from 115 µM), inactives show top-dose activity change, negative = inhibition, most hits filed as inhibitors; active = well fitted inhibition curve with a large enough effect in the polarisation, with a control signal flat, not every such curve was filed as active; inconclusive = small, poorly fitted or top-dose-only effect, or effect the other way, or a change in a side signal; inactive = no such curve, though single readings can be large or run the other way; the % refers to the polarisation; note: potency is the fitted concentration of half-maximal effect
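Fluorescence polarization: 7 uM MLL-CXXC (stock) preincubated 5 min with compounds, then 50 nM fluorescein-HOX-A9 DNA (stock) added; 30 min ambient. Buffer 50 mM Tris-HCl pH 7.5, 50 mM NaCl, 1 mM DTT, 0.05% BSA.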
BRCA1 expr up: activators of BRCA1 expression; MCF7-BRCA1-FFLuc reporter, luminescence, 48 h; response scale: scaled: vehicle 0%, 10 µM genistein 100%; Potency, µM (highest dose often 46.1 µM), inactives show at the top dose activation, actives largely listed as activators; actives 1.1% (n = 380,000); note: potency is the fitted concentration of half-maximal effect; nearly all actives have a fitted effect of over 80% in size; some results filed as inactive show a strong effect at the top dose
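First, MCF7-BRCA1-FFLuc cells (2000/well) attach for 2 h; next, compounds are pin-added and incubated 48 h at 37 °C; finally, luciferase reagent is added and luminescence read after 15 min.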
Starred values were filed as active, the others as inactive; [ ] = dose if it differs, or a comment. Unless noted, calls come from the whole dose curve; as a rule, active = well fitted curve in the direction sought with a large enough effect; inconclusive = small, poorly fitted or top-dose-only effect, or another doubt; inactive = no such curve, though single readings can be large; an effect the other way counts as inactive or inconclusive.

Screening CCn1c(=O)c2c(n3cnnc13)-c1ccccc1CC21CCCCC1 returned p53 reactivator 1%, a7 integrin act inconclusive, TCR act 0%, TRPV1 agonist 6, B2AR arrestin -0.5%, PTAP TSG101 blk -6%, ELG1 repair inh -14%, AT treatment -2%, MLL CXXC-DNA inh 3% and BRCA1 expr up -12%.
For Cc1ccc(NC(=S)N=Nc2c(O)n(C)c3ccc(S(=O)(=O)N4CCOCC4)cc23)cc1 the results were p53 reactivator -14%, a7 integrin act -2%, TCR act -1%[46.1 µM], TRPV1 agonist -1, B2AR arrestin 0.0%, PTAP TSG101 blk 3%, ELG1 repair inh -2%, AT treatment 2%, MLL CXXC-DNA inh 2% and BRCA1 expr up -65%.
Screening CCNc1nc(NCC)nc(N/N=C/c2ccc([N+](=O)[O-])o2)n1 returned p53 reactivator 5%, a7 integrin act 0%, TCR act -13%, TRPV1 agonist -4, B2AR arrestin -0.3%, PTAP TSG101 blk 0%, ELG1 repair inh 0%, AT treatment -6%, MLL CXXC-DNA inh 13% and BRCA1 expr up -52%.
`Cc1ccsc1/C=N/NC(=O)c1ccc2nc[nH]c2c1` gave p53 reactivator inconclusive, a7 integrin act 14%, TCR act -1%[46.1 µM], TRPV1 agonist 0, B2AR arrestin -1.4%, PTAP TSG101 blk 1%, ELG1 repair inh inconclusive, AT treatment 2%, MLL CXXC-DNA inh 2% and BRCA1 expr up 43%.
For O=C(COc1ccc(Cl)cc1)Nc1cccc(-c2ccc(N3CCOCC3)nn2)c1 the results were p53 reactivator 16%, a7 integrin act 2%, TCR act -15%, TRPV1 agonist -6, B2AR arrestin -0.7%, PTAP TSG101 blk 2%, ELG1 repair inh inconclusive, AT treatment -2% and BRCA1 expr up -7%.
c1ccc2c(c1)OCC(c1csc3ncnc(N4CCOCC4)c13)O2 (stereo not given) was read as p53 reactivator 0%, a7 integrin act -12%, TRPV1 agonist 1, B2AR arrestin -0.6%, PTAP TSG101 blk -5%, ELG1 repair inh inconclusive, AT treatment 3%, MLL CXXC-DNA inh -1% and BRCA1 expr up -5%.
Screening O=C(Nc1ccc(F)cc1F)C1CCN(c2ncnc3c2sc2cccc(F)c23)CC1 returned p53 reactivator 5%, a7 integrin act -30%, TCR act 1%, TRPV1 agonist 14, B2AR arrestin -0.7%, PTAP TSG101 blk 0%, ELG1 repair inh 3%, AT treatment -1% and BRCA1 expr up -6%.
Screening Nc1ccc(Cc2ccc([N+](=O)[O-])cc2)cc1 returned a7 integrin act 18%, TCR act 1%, PTAP TSG101 blk -3% and BRCA1 expr up 3%.
O=C(COc1ccccc1Cl)NCCCNC(=O)c1ccccn1 was read as p53 reactivator -3%, a7 integrin act -11%, TCR act 7%, TRPV1 agonist -1, B2AR arrestin 0.1%, PTAP TSG101 blk -3%, ELG1 repair inh 7%, AT treatment -4%, MLL CXXC-DNA inh -7% and BRCA1 expr up -7%.
COc1ccc(C(C)(C)C)cc1NC(=O)c1ccc2c(c1)SC1=NS(=O)(=O)CCN12 was read as p53 reactivator 0%, a7 integrin act 5%, TCR act 5%, TRPV1 agonist 0, B2AR arrestin -0.2%, PTAP TSG101 blk -4%, ELG1 repair inh -5%, AT treatment -2%, MLL CXXC-DNA inh -4% and BRCA1 expr up 3%.

Among those listed so far, 2 contain a nitro group on carbon.
Screening CCNc1nc(NCC)nc(N/N=C/c2ccc([N+](=O)[O-])o2)n1 returned p53 reactivator 5%, a7 integrin act 0%, TCR act -13%, TRPV1 agonist -4, B2AR arrestin -0.3%, PTAP TSG101 blk 0%, ELG1 repair inh 0%, AT treatment -6%, MLL CXXC-DNA inh 13% and BRCA1 expr up -52%.
Screening Nc1ccc(Cc2ccc([N+](=O)[O-])cc2)cc1 returned a7 integrin act 18%, TCR act 1%, PTAP TSG101 blk -3% and BRCA1 expr up 3%.

The list continues:
CCOC(=O)N1CCN(C(=O)C2CCN(CC3CCCCC3)CC2)CC1 was read as p53 reactivator -1%, a7 integrin act 10%, TCR act -3%[46.1 µM], TRPV1 agonist 2, B2AR arrestin -1.3%, PTAP TSG101 blk 0%, ELG1 repair inh -20%, AT treatment -1%, MLL CXXC-DNA inh 1% and BRCA1 expr up -16%.
`CCCOc1ccc(C(=O)Nc2nc(C)c(Cc3ccc4c(c3)OCO4)s2)cc1` gave p53 reactivator inconclusive, a7 integrin act -55%[inhibitor], TCR act -8%[46.1 µM], TRPV1 agonist 4, B2AR arrestin inconclusive, PTAP TSG101 blk -1%, ELG1 repair inh inconclusive, AT treatment -7%, MLL CXXC-DNA inh 32%[activator] and BRCA1 expr up -10%.
For COc1ccc(-c2nc3ccncc3[nH]2)cc1OC the results were p53 reactivator 5%, a7 integrin act -12%, TCR act 3%, TRPV1 agonist 21, B2AR arrestin 0.2%, PTAP TSG101 blk -2%, ELG1 repair inh 4%, AT treatment 1%, MLL CXXC-DNA inh 2% and BRCA1 expr up 0%.
CN1C(=O)C2(c3ccccc31)C1CCCC=C1C(C#N)=C(N)C2(C#N)C#N (stereo not given) was read as p53 reactivator 5%, a7 integrin act -36%, TCR act 0%, TRPV1 agonist 4, B2AR arrestin 0.0%, PTAP TSG101 blk -1%, ELG1 repair inh 1%, MLL CXXC-DNA inh 1% and BRCA1 expr up -51%.
O=C(CNC(=O)c1ccco1)N=Nc1c(O)n(CCc2ccccc2)c2ccccc12 was read as p53 reactivator 8%, a7 integrin act -34%, TCR act 5%, TRPV1 agonist 0, B2AR arrestin -0.6%, PTAP TSG101 blk -1%, ELG1 repair inh -6%, AT treatment -8%, MLL CXXC-DNA inh 0% and BRCA1 expr up -66%.
CCC1CCCCN1C/C=C/c1ccccc1[N+](=O)[O-] (stereo not given) was read as p53 reactivator -1%, a7 integrin act 25%, TCR act -2%, TRPV1 agonist 3, B2AR arrestin -0.8%, PTAP TSG101 blk -4%, ELG1 repair inh 24%, AT treatment -5%, MLL CXXC-DNA inh -14% and BRCA1 expr up -12%.
`Cc1ccc(-c2cn(-c3ccc(SC(F)F)cc3)c3[n+]2CCC3)cc1` gave p53 reactivator -5%, a7 integrin act -41%[inhibitor], TCR act 8%[46.1 µM], TRPV1 agonist -4, B2AR arrestin 0.5%, PTAP TSG101 blk 0%, ELG1 repair inh inconclusive, AT treatment -2%, MLL CXXC-DNA inh -7% and BRCA1 expr up -91%[inhibitor].
For O=c1[nH]c(=S)c2c(n1-c1ccccc1)CCC2 the results were p53 reactivator -4%, a7 integrin act -4%, TCR act -3%, TRPV1 agonist -5, B2AR arrestin -0.1%, PTAP TSG101 blk -1%, ELG1 repair inh 3%, AT treatment -7%, MLL CXXC-DNA inh -2% and BRCA1 expr up 7%.
`CC(CNC(=O)Cn1ccc(NC(=O)OCc2ccccc2)nc1=O)c1ccccc1` (stereo not given) gave p53 reactivator -9%, a7 integrin act -2%, TCR act 6%, TRPV1 agonist -4, B2AR arrestin -0.1%, ELG1 repair inh -11%, AT treatment 6% and BRCA1 expr up -3%.
`O=C(Nc1cc2c(=O)n(-c3ccc(Oc4ccccc4)cc3)ccc2oc1=O)c1ccccc1` gave a7 integrin act 3%, TCR act -3%, TRPV1 agonist 1, B2AR arrestin -0.4%, PTAP TSG101 blk -2%, AT treatment 5%, MLL CXXC-DNA inh 12% and BRCA1 expr up -14%.
For O=C(O)c1[nH]c2ccccc2c1-c1ccccc1 the results were p53 reactivator -5%, a7 integrin act 2%, TCR act -3%, TRPV1 agonist 0, B2AR arrestin -0.7%, PTAP TSG101 blk 0%, ELG1 repair inh -7%, AT treatment 2%, MLL CXXC-DNA inh -3% and BRCA1 expr up -10%.
`CCOC(=O)c1[nH]c(C)c(C(=O)Nc2ccc(F)cc2)c1C` gave p53 reactivator 3%, a7 integrin act -3%, TCR act -2%, TRPV1 agonist inconclusive, B2AR arrestin 0.3%, PTAP TSG101 blk 0%, ELG1 repair inh inconclusive, MLL CXXC-DNA inh 4% and BRCA1 expr up 4%.
Screening O=C(Nc1scc(-c2ccccc2)c1C(=O)O)c1ccco1 returned p53 reactivator 19%, a7 integrin act 9%, TCR act -21%, TRPV1 agonist -3, B2AR arrestin -0.1%, PTAP TSG101 blk 0%, ELG1 repair inh inconclusive, AT treatment 4%, MLL CXXC-DNA inh 6% and BRCA1 expr up 82%.
Screening COc1ccc(N2CC(C(=O)Nc3nnc(SCC(=O)NC4CCCC4)s3)CC2=O)cc1 (stereo not given) returned p53 reactivator -7%, a7 integrin act 8%, TCR act -5%, TRPV1 agonist 2, B2AR arrestin -1.2%, PTAP TSG101 blk 0%, ELG1 repair inh 0%, AT treatment 34%, MLL CXXC-DNA inh 23% and BRCA1 expr up -15%.
